KCC2 mod: modulates chloride dependent transport by human KCC2; B-score of Tl+ flux slope (higher = more flux/activation; lower = inhibition) at 10 µM; 190,000 tested, 2.2% active; KCC2 cells, thallium flux FluoZin-2 fluorescence; Q9H2X9; AID 1456;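 active means thallium flux slope and its plate-corrected score both differing from the plate sample mean at a set confidence after two filtering rounds, in either direction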;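 further: slope of fluorescence scaled to starting intensity during 10 to 20 s after thallium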
EBV gp42 block: inhibitors of Epstein-Barr virus glycoprotein 42 | Q1HVG2 | Fluorescence polarization binding assay, mP read-out | inhibition, % (tested at 21.74 µM) | 220,000 tested, 0.42% active; in the data active means inhibition above about 50%
KLK5 inh: kallikrein 5 (human) inhibition. inhibition, % at 5 µM. recombinant hK5, fluorogenic AMC substrate cleavage. 210,000 tested, 0.59% active. Q9Y337;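 active means inhibition of 40% or more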;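 further: 0% = enzyme controls without compound and 100% = no-enzyme blanks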
Target sequence (Q9Y337 67-293 limits assumed): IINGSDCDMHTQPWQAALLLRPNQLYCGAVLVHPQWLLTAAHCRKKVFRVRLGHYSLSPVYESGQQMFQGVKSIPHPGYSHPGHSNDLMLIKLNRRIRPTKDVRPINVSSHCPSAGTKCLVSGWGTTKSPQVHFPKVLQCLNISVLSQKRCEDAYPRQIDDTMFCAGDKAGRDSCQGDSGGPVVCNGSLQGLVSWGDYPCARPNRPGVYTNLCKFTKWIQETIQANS
thrombin 1536: thrombin (human) inhibition; 220,000 tested, 0.26% active; alpha-thrombin, Boc-VPR-AMC fluorogenic substrate cleavage; inhibition, % at 5 µM; AID 1046;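 active means inhibition at or above 40%; inactive means inhibition below 40%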;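 further: 0% = enzyme with no compound and 100% = wells without enzyme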
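Material: human alpha-thrombin protein. Incubation: reaction at ambient temperature. Technique: fluorescence of released AMC, ex 355 nm, em 460 nm. Control set: no-compound enzyme wells and no-enzyme blanks. Also added: Boc-VPR-AMC substrate, 15 µM final. Buffer or medium: pH 7.5 Tris (50 mM) with NaCl 150 mM, Tween 20 0.05%.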
14-3-3 Bad PPI: disrupts binding of bovine 14-3-3 zeta to phospho-Bad peptide; TR-FRET 14-3-3zeta/Dy647-pBad peptide displacement, 1 h; inhibition, % at 21.7 µM; 220,000 tested, 0.71% active;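 active means inhibition above about 70%, limit read from the data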;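 further: 0% = full 14-3-3 plus peptide FRET controls and 100% = background without 14-3-3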
eIF4E-4G inh: blocks eIF4E binding to eIF4G; 220,000 tested, 0.37% active; P63073+Q04637; inhibition, % at 21.7 µM; TR-FRET eIF4E-eIF4GI(517-606) binding, 2 h;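 further: 0% = full FRET control wells and 100% = background wells lacking eIF4GI fragment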
Furin inhibitor: blocks human furin protease activity. purified furin, fluorogenic substrate cleavage. P09958. inhibition, % at 30 µM. 220,000 tested, 0.061% active; in the data active means inhibition above about 25%; further: inactives centre near -15
Rad51 HR inh: blocks human Rad51 in homologous recombination. Q06609. hRad51 DNA strand exchange, fluorescence dequenching. 200,000 tested, 0.085% active. inhibition, % at 10 µM. AID 1385;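 active means inhibition above 40% at the single screening dose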;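 further: 0% = DMSO control wells and 100% = blanks with heterologous ssDNA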
Target sequence (Q06609 whole entry, looked up): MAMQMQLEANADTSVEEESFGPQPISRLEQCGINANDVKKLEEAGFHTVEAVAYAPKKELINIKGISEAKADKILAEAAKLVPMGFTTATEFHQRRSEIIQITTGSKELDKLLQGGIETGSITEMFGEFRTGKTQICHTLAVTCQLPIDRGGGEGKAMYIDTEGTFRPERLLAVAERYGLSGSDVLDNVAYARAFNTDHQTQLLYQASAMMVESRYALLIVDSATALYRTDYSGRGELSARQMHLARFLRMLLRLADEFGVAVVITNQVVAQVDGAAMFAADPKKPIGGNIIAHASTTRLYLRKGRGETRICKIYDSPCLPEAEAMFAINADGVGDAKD
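System: hRad51 filaments on single-stranded DNA; reagent: Fluorescein- and BHQ1-tagged 47-mer duplex; compound dosing: one concentration, 10 µM final; timing: filaments 15 min 37 °C, then compound 30 min; measured by: fluorescein emission 520 nm, excitation 485 nm; benchmarks: per-plate controls and blanks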
NCF1 inh: inhibitors of human p47phox binding | p47phox/p22phox peptide binding, fluorescence polarization, 2 h | AID 1274 | 220,000 tested, 0.53% active | inhibition, % at 24.7 µM | P14598;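 further: 0% = p47phox with labelled peptide and 100% = labelled peptide alone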
Target sequence (P14598 whole entry, looked up): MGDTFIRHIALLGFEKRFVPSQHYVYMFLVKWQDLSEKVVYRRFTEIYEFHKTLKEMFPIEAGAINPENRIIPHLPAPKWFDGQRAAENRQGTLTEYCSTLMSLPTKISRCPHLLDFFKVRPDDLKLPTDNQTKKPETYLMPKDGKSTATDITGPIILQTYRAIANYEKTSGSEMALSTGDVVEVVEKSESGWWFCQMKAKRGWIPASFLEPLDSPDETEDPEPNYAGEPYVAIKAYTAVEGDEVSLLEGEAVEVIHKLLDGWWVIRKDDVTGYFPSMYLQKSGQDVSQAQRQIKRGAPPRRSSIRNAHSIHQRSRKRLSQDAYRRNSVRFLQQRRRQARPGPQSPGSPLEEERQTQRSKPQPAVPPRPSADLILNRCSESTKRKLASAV
* hit, by the source's call; . = not tested or not shown; [ ] = remark or other dose.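 How the source made its calls, unless noted: active means inhibition above about 30% (limit read from the data); inactive means the rest.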

Results follow in this order: KCC2 mod	EBV gp42 block	KLK5 inh	thrombin 1536	14-3-3 Bad PPI	eIF4E-4G inh	Furin inhibitor	Rad51 HR inh	NCF1 inh
CCOc1ccc(N(CC(=O)NN=C2CCCC2)S(C)(=O)=O)cc1
 : 0.515	0.9	.	-0.9	-4.7	-0.6	-15.6	.	5.0
CCOC(=O)C1=C(O)/C(=C/c2ccc(OCC(=O)O)c(OC)c2)SC1=Nc1ccc(OC)cc1
 : -0.264	-10.7	-0.4	9.7	-18.1	2.2	10.7	.	-44.7
CC(=O)NCCNC(=O)[C@H](Cc1ccccc1)NC(=O)c1cccs1
 : 2.7	-3.8	-28.5	1.7	-2.3	1.1	-16.1[20 µM]	.	7.0
COc1ccccc1C(=O)C(O)c1ccccc1OC (centres undefined)
 : 4.1	-15.9	-4.2	-4.2	1.1	7.9	-20.0[20 µM]	2.5	-12.1
CC1(C)Cc2ccccc2-c2nnc(SCC(=O)Nc3ccc4c(c3)OCO4)n21
 : -2.51	0.1	-18.9	25.3	4.5[fluorescence artefact?]	-14.1	-16.8[20 µM]	0.7	1.8
COc1ccc(CCNc2oc(COc3ccccc3F)nc2C#N)cc1
 : .	-12.1	-16.0	1.4	-11.0	2.2	-11.7	0.4	-12.2
O=C1Oc2ccccc2C(=O)/C1=C/N1CCN(c2ccccc2F)CC1
 : -2.41	-15.8	-5.0	-10.9	9.6	8.7	2.8	3.5	-7.3
COc1cc2[nH]c(=S)n(Cc3ccco3)c(=O)c2cc1OC
 : 1.23	-14.0	-7.8	-1.1	-7.0	3.0	-13.4[20 µM]	-5.1	0.5
NC(=O)CSCc1c(Cl)cccc1Cl
 : -0.000799	-12.4	3.3	-2.3	-0.1	-1.4	-29.8[20 µM]	-6.6	-8.0
O=C(NNc1nc2c(F)cccc2s1)C1COc2ccccc2O1 (centres undefined)
 : 10.1*	-8.8	-23.4	.	-13.7	-4.8	-10.9	-7.0	-10.2
O=C(NNc1ccccc1)C(=O)NNS(=O)(=O)c1ccc(CCCl)cc1
 : 0.706	-9.1	2.9	-6.6	0.3	0.6	-34.3	3.1	-11.5
Cc1ccc(S(=O)(=O)N2CCCCC2)cc1NC(=O)Cn1cnnn1
 : 0.0686	-2.7	-1.2	-1.6	-3.4	-1.9	-9.2	9.8	-16.9
COc1ccc(C(=O)N/N=C(\C)c2ccc3c(c2)C2C=CCC2C(c2ccccc2)N3)cc1 (centres undefined)
 : -0.275	-4.3	-3.8	1.6	4.1	8.4	-10.6	-0.1	2.5
Nc1c2c(nc3sc4c(c13)CCCC4)-c1ccccc1CC2
 : 0.842	10.5	2.6	-5.5	-2.2	-1.1	-24.9	.	-9.3
CCOC(=O)c1sc(NC(=O)c2cccc(S(=O)(=O)N3c4ccccc4CC3C)c2)cc1C (centres undefined)
 : 0.896	-7.8	-5.4	-0.3	3.8	0.8[fluorescence artefact?]	-30.3	1.9	-4.2
COc1ccc(C(=O)CC(=O)c2ccccc2O)cc1OC
 : 7.13*	11.7	-20.7	-1.4	-4.4	-2.2	-12.0	3.2	-5.4
Cc1[nH][nH]c(=O)c1C(c1ccc(N(C)C)c(Br)c1)c1c(C)[nH][nH]c1=O
 : -0.54	-11.1	-0.5	-1.3	2.6	-3.4	-19.9	-3.7	-4.2
COCCN(Cc1cc2cc(C)ccc2nc1Cl)C(=O)Nc1ccccc1OC
 : 0.393	-3.2	4.0	-11.6	2.9	-1.1	-16.8	1.8	1.6
CCCS(=O)(=O)c1c(S(=O)(=O)CCC)c2ccccn2c1C(=O)OC
 : 0.3	-7.5	-9.9	-5.9	-11.3[fluorescence artefact?]	-1.6	-12.2[20 µM]	0.1	-17.6
O=C(NCCC1=CCCCC1)C1CCN(S(=O)(=O)c2ccc(Br)s2)CC1
 : -1.11	7.2	-2.1	1.6	1.5[fluorescence artefact?]	3.1	-19.7	.	-7.3
c1ccc(-n2nnnc2SCc2ccccn2)cc1
 : 0.204	-8.5	-1.4	2.0	-5.1[fluorescence artefact?]	1.9[fluorescence artefact?]	-11.2[20 µM]	3.3	-20.1
CC(C)COC(=O)c1ccc(NC(=O)C2C3C=CC(C3)C2C(=O)O)cc1 (centres undefined)
 : 0.0474	-4.2	-23.2	-0.4	-18.3	-0.9	-23.3	.	-7.4
COC(=O)c1c(C(=O)OC)c(-c2ccc(C(C)(C)C)cc2)n2c1CS(=O)C2 (centres undefined)
 : -2.15	-9.8	1.0	-7.5	-8.9	3.8	-16.3	9.5	-10.3
CCc1nc2c(cnn2-c2ccc(Cl)cc2)c(=O)n1-c1ccc(OC)cc1
 : -1.4	-2.4	15.2	-1.9	13.5	-4.2	-9.2	2.7	-9.7
COc1ccc(CCNC(=O)CSc2ccc(-c3ccncc3)nn2)cc1
 : 0.144	1.1	-4.9	2.7	-10.9	1.6	-16.7	29.5	-8.1
CCN(CC)S(=O)(=O)c1cccc(NC(=O)C2SC(=Nc3ccc(C)cc3C)C(C(=O)NCC3CCCO3)=C2N)c1 (centres undefined)
 : -0.115	9.8	-9.7	0.2	-9.7	-0.8	-10.5[20 µM]	-2.9	-18.0
CC(C)c1cc(NC(=O)CCl)on1
 : 0.57	-3.1	3.2	-1.0	0.2	-2.0	-13.2	-7.0	-1.5
NC(=O)C(c1ccc(Cl)cc1)c1ccc(Sc2ccccc2)nn1 (centres undefined)
 : 0.29	-15.3	-3.3	3.6	-6.0	10.0	-18.0[20 µM]	7.1	-6.6
O=C(NCc1ccccn1)C1CN(S(=O)(=O)c2ccccc2)CCN1S(=O)(=O)c1ccccc1 (centres undefined)
 : -0.924	12.2	13.7	13.2	-12.3	2.2	-11.6	-8.0	-10.9
Cc1ccc(-n2nnc(-c3cc4ccccc4nc3Cl)n2)cc1
 : 0.115	-10.1	-2.9	-3.8	2.6	-2.5	-16.4	-4.7	-13.9
O=C(CSc1nc(-c2ccccc2)nc2c1Cc1ccccc1O2)Nc1ccccc1
 : -0.259	-4.5	-6.3	-9.5	0.0	2.9[fluorescence artefact?]	-29.6	.	-10.5
O=C(COc1ccc2ccccc2c1Br)N1CCN(c2ccccn2)CC1
 : -1.16	-8.8	-2.7	4.5	1.2[fluorescence artefact?]	3.1[fluorescence artefact?]	-2.6[20 µM]	0.3	-19.4
O=C(Nc1cccc([N+](=O)[O-])c1)c1ccc(CN2CCOCC2)cc1
 : 0.126	3.5	-6.5	-0.9	5.5	2.1	-29.6	0.3	3.9
COc1ccc(CCNC(=O)CN(c2ccc(OC)c(OC)c2)S(C)(=O)=O)cc1
 : .	-22.2	-20.5	1.3	-1.9	1.8	-22.5	1.6	7.5
Cc1ccc(NC(=O)c2ccccc2)cc1-n1cnnn1
 : 0.35	-1.7	-10.8	-2.8	1.3	2.1	-16.8	-5.1	2.2
COc1ccccc1C1CN=NC12CCCc1ccccc1C2=O (centres undefined)
 : -0.718	-14.3	-7.3	0.5	6.2	-11.0	-21.1[20 µM]	-1.8	-2.8
COCCNc1oc(-c2ccc(F)cc2)nc1C#N
 : -0.117	.	-13.2	-0.4	.	.	-46.2	-2.1	.
COC(=O)Cn1c(CN2CCN(c3ccc(F)cc3)CC2)nc2c1c(=O)n(C)c(=O)n2C
 : -0.285	-5.5	-6.2	-6.9	1.3[fluorescence artefact?]	-7.4	-15.5	1.0	-16.5
O=S(=O)(c1cc(Cl)ccc1Cl)n1ccnc1
 : 0.54	-15.4	-1.4	-10.6	7.5	-2.1	-26.2	0.6	146.9*
C=C(C)CSc1nc(N)cc(=O)[nH]1
 : -0.422	-25.2	2.2	1.5	18.2	3.8	-2.8	-3.5	-5.4
CC(C)/C=N/Nc1nc(-c2ccc(Br)cc2)cs1
 : -0.279	-0.8	-0.1	3.8	-8.9	3.1	-27.3	.	-5.2
Cc1cc(OCc2ccccc2)ccc1/C(O)=C1/C(=O)C(=O)N(Cc2cccnc2)C1c1ccncc1 (centres undefined)
 : 0.308	-3.4	0.4	0.0	-1.9	-3.5	-13.9	13.4	-2.0
COCC(C)NCc1cc(Br)ccc1OC (centres undefined)
 : .	-16.1	-15.0	-0.1	15.4	2.1	-28.8	.	-3.3
Cc1ccc(NC(=O)COC(=O)c2ccc(Cl)cc2)cc1S(=O)(=O)N(C)C
 : -0.451	1.5	2.1	-3.9	6.7	2.8	-18.7	-1.3	-7.0
O=C(OCc1nc2ccccc2s1)c1ccccc1O
 : -2.04	-2.9	-1.7	-3.6	-2.2	-1.8	-13.6	.	-13.4
c1ccc2c(c1)OCCOCCOc1ccccc1OCCOCCO2
 : .	-9.5	-2.0	1.5	-12.2	0.6[fluorescence artefact?]	-8.8	25.1	-2.6
Cc1ccc(S(=O)(=O)NCC(=O)Nc2cccc([N+](=O)[O-])c2)cc1
 : -0.345	-1.1	-0.7	2.2	-2.8	1.1	-29.4	5.4	-5.1
CSCCC(NS(=O)(=O)/C=C/c1ccccc1)C(=O)O (centres undefined)
 : 0.0113	-5.6	-0.4	-3.8	-6.8	-1.2	-36.3	1.2	-0.9
CN1CCC/C1=C1/C(=O)N(c2ccccc2)N=C1NC(=O)Nc1cccc(Cl)c1
 : -1.71	-12.5	1.5	-2.9	-3.2	3.3	-19.0	1.9	-14.1
O=C(CSCc1cccc(Cl)c1)NCc1ccc2c(c1)OCO2
 : -0.49	-17.0	-17.7	-1.1	5.8	2.6	-24.5[20 µM]	-6.2	-1.7
CCN(CC)C(=O)C(=O)N/N=C/c1ccc(C(=O)OC)cc1
 : -0.0884	-1.5	-4.8	-6.2	-9.6	-3.6[fluorescence artefact?]	-13.7	.	7.6
COc1ccc(C2CC(O)(c3ccccc3)Oc3cc(OC)c(OC)c(OC)c32)cc1 (centres undefined)
 : -0.768	6.1	0.0	-6.0	-6.0	-4.0	-4.2	22.1	-1.6
c1ccc(CCNc2ncnc3scc(C4COc5ccccc5O4)c23)cc1 (centres undefined)
 : -0.199	-13.0	-14.8	-6.3	-13.4	-4.4	-18.7[20 µM]	1.0	-43.1
O=C(O)CCCCCNC(=O)/C=C/c1ccco1
 : -1.09	-17.5	-2.4	-2.6	-13.8	-1.4	-9.3	.	-5.3
c1ccc2c3c([nH]c2c1)C1(CCCCC1)NCC3
 : -0.593	-11.4	0.4	-8.9	-9.9	0.0	-17.6	-3.7	-4.8
CS(=O)(=O)N1CCN(C(=O)c2cccnc2)CC1
 : 0.663	-8.7	-7.1	4.0	-2.1[fluorescence artefact?]	-4.6	-27.3	.	-6.7
c1ccc(CNc2ncnc3nc[nH]c23)nc1
 : .	-73.8	22.4	-7.8	-12.2	-6.3	-28.0	1.4	-5.1
Cn1cc(/C=C2\SC(=O)N(c3ccc(O)cc3)C2=O)c2ccccc21
 : -1.86	-12.5	-1.0	-7.4	-6.9	0.5	-14.9	.	-43.7
